Assay outcomes (PubChem)
Lipid storage S3 = qHTS Assay for Lipid Storage Modulators in Drosophila S3 Cells. Drosophila S3 cells, BODIPY lipid droplet fluorescence, 18-24 h; cells fed with added oleic acid. Potency in µM for hits, for the others lipid storage change, negative = inhibition, % at the top dose, mostly 46.1 µM. hit rate 0.64% among 320,000. AID 2685; active = well fitted inhibition curve with a large enough effect in the signal ratio, with a control signal flat, not every such curve was filed as active; inconclusive = small, poorly fitted or top-dose-only effect, or effect the other way, or a change in a side signal; the % refers to the signal ratio
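Drosophila S3 cells loaded with oleic acid (400 uM, as added) and compounds at several concentrations; lipid droplets imaged by 488-nm laser-scanning cytometry, 500–530 nm intensity and object ratio to cell channel. Percent activity normalized to 20 uM Triacsin C.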
Lipid storage S3 cell count max = also measured in Lipid storage S3; calls as there; cell number change, %; measured here: cell count max response;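 cells counted by Cell Tracker Red CMTPX staining in the red channel; peak over a dose series mostly up to 46.1 µM; percent activity relative to internal control wells on each plate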
An asterisk follows results filed as active; i = inactive; ? = inconclusive; / = no result given. % is set by controls: 0 for no effect and ±100 for the full control effect; potency is the fitted concentration of half-maximal effect. An excerpt; count on the stated rates, not on these rows.

Below each SMILES: Lipid storage S3 cell count max	Lipid storage S3
> Cc1ccc(C)c(NC(=S)N2CCC(NC(=O)c3ccc(F)cc3)CC2)c1
→ 10	-5%
> CC(C)Cc1ccc(CN2CCCC(NC(=O)CCN3CCCO3)C2)cc1 (stereo not drawn)
→ 21	-8%
> COc1ccc(Cl)cc1NC(=O)CSc1nnc(CNC(=O)c2cccs2)o1
→ /	?
> O=S(=O)(CC(O)COc1ccccc1Cl)c1ccccc1 (stereo not drawn)
→ -16	-3%
> COC(=O)c1c(NC(=O)CN2CCN(c3ccccc3OC)CC2)c2cc(C)ccc2n1C
→ /	?
> Cn1c(=O)c(=O)n(C)c2cc(S(=O)(=O)N3CCN(c4ccccc4F)CC3)ccc21
→ /	?
> C[C@@H](CC#N)CN1CC[C@H](C(C)(C)C)CCC1=O
→ /	?
> O=C(Nc1nncs1)c1cccc(S(=O)(=O)N2CCOCC2)c1
→ -2.3*	23µM*
> O=C(CSc1ccccc1)Nc1ccc(S(=O)(=O)NCC2CCCO2)cc1 (stereo not drawn)
→ /	?
> CCCCCCn1c(N(CC)CC)nc2c1c(=O)[nH]c(=O)n2C
→ /	?
> CCn1nc(C(=O)Nc2ccc(Cl)c(S(=O)(=O)N3CCOCC3)c2)c2ccccc2c1=O
→ /	?
> NS(=O)(=O)CCCc1ccccc1
→ /	?
> O=C(N/N=C\c1cccc([N+](=O)[O-])c1O)C1COc2ccccc2O1 (stereo not drawn)
→ -8	-8%
> Fc1ccc(-c2nc3ccccc3c3nc4ccccc4n23)cc1
→ /	?
> CC1CC(=O)c2cn3c(nc2C1)nc1ccccc13 (stereo not drawn)
→ 11	-3%
> Cc1cc(C)nc(SCc2cc(=O)c(OC(=O)c3ccc(S(=O)(=O)N(C)C)cc3)co2)n1
→ 14	0%
> COc1ccccc1CNC(=O)COc1ccc(S(=O)(=O)N2CCCC2)cc1
→ -8	-3%
> O=C(COc1ccc(Br)cc1Br)NC(=S)N1CCCc2ccccc21
→ /	?
> CC(=O)C1=C(O)C(=O)N(c2ccc(O)cc2)C1c1cccc([N+](=O)[O-])c1 (stereo not drawn)
→ 10	16%
> CCN1/C(=C/c2cc[n+](C)cc2)C=Cc2cc(C)ccc21
→ /	?

The list goes on.
Below each SMILES: Lipid storage S3 cell count max	Lipid storage S3
> Cc1nnc(NC(=O)CSc2nccn2C)s1
→ 7	5%
> N#CCn1cnc2c(oc3ccccc32)c1=O
→ /	i
> O=C(COc1ccc(Br)cc1)NCCCNC(=O)c1ccncc1
→ /	?
> Cc1cc(OCC(=O)N2CCc3ccccc3C2)c2c(-c3ccccc3)cc(=O)oc2c1
→ /	?
> Cc1ccc(N(C(=O)c2csnn2)C(C(=O)NC2CCCC2)c2cccnc2)c(C)c1 (stereo not drawn)
→ 2	i
> COc1cc(/C=N/NC(N)=O)cc([N+](=O)[O-])c1O
→ /	?
> Cc1ccc(C(=O)OCC(=O)N2C(C)CCCC2C)s1 (stereo not drawn)
→ /	?
> O=[N+]([O-])c1ccc2[nH]c(O)c(N=Nc3ccc(F)cc3)c2c1
→ /	?
> CC(C)C(=O)NC(=S)Nc1ccc(S(=O)(=O)N2CCN(C)CC2)cc1
→ /	?
> CCCN(CC1CC1)C(=O)CCc1nnc(C(OC)c2ccccc2)o1 (stereo not drawn)
→ /	?
> CC(c1ccccc1)n1c(Cn2ncc3ccccc3c2=O)n[nH]c1=S (stereo not drawn)
→ /	?
> COc1cc(O)c(C(CCN2CCCCC2)c2ccc3c(c2)OCO3)c(OC)c1 (stereo not drawn)
→ 12	6%
> Cc1ccc(C)c(OCCn2cc(/C=C(\C#N)C(=O)NCC3CCCO3)c3ccccc32)c1 (stereo not drawn)
→ /	?
> CN(Cc1cccnc1)C(=O)c1cc(COc2ccc3ncccc3c2)on1
→ /	?
> O=C(Cc1ccc(-n2c(=O)c3ccccc3n(Cc3cccc([N+](=O)[O-])c3)c2=O)cc1)NCC1CCCO1 (stereo not drawn)
→ 3	2%
> Cc1ccc(OC(C)C(=O)Nc2ccc(F)cc2)c([N+](=O)[O-])n1 (stereo not drawn)
→ -9	i
> Cc1cc2nc3c(nc2cc1C)CCCC3
→ /	?
> COc1ccc(CCNC(=O)Cn2nc(C)n3nc(-c4ccccc4)cc3c2=O)cc1OC
→ /	?
> CCCC(=O)Nc1nc(CC(=O)OCC)cs1
→ /	?
> Cc1ccc(-c2c(C)n([O-])c3c([n+]2=O)CCCCC3)cc1
→ /	?

Other results.
Below each SMILES: Lipid storage S3 cell count max	Lipid storage S3
> Cc1ccc(S(=O)(=O)N=C2SCCCS2)cc1
→ -11	-12%
> CC(C)CCNC(=O)c1cc(-c2cccs2)nc2ccccc12
→ -15	-3%
> CC1CCN(C(=O)CSc2nc3c(cnn3-c3ccc(Cl)cc3)c(=O)[nH]2)CC1
→ -4	22%
> C=CCOc1ccc(/C=N/NC(=O)C(=O)Nc2ccccn2)cc1OC
→ /	?
> Cc1nnc(SCC(=O)c2ccccc2)n1Cc1ccccc1
→ /	-21%
> O=C(Cc1ccccc1)Nc1ccccc1C(=O)N1CCCCCC1
→ /	?
> CCC(CC)c1nc(C#N)c(NCc2ccccc2)o1
→ 13	8%
> CC(C)CNC(=O)c1c(N)n(/N=C/c2cccnc2)c2nc3ccccc3nc12
→ /	?
> OCCC1CN(Cc2cccn2-c2ccccn2)CCN1C1CCCCC1 (stereo not drawn)
→ 6	7%
> CC(=O)Nc1ccc(-c2nnc(SCc3ccccc3C#N)n2C)cc1
→ /	?
> CC1CCCC(NC(=O)c2ccc3c(c2)N(Cc2ccccc2)C(=O)CS3=O)C1C (stereo not drawn)
→ /	?
> COc1cccc(N2CC(C(=O)Nc3nnc(SCC(=O)N4CCCC4)s3)CC2=O)c1 (stereo not drawn)
→ -12	i
> COc1cccc(CNC(=O)CCNC(=O)C2CCN(S(=O)(=O)c3ccc(F)cc3)CC2)c1
→ /	?
> COc1ccc(N2CCc3c(C)nc4c(OC)cccc4c32)cc1
→ /	?
> C/C(=N\NC(=O)CN1CCN(S(=O)(=O)c2ccc(C)cc2)CC1)c1cccnc1
→ 3	5%
> COC(=O)c1nn(-c2cccc(Cl)c2)ccc1=O
→ /	?
> COc1ccc(/C=N/NC(=O)COc2cccc3ccccc23)c(C(=O)O)c1OC
→ /	?
> CCOC(=O)NC(=O)c1cn(-c2ccc(OC)cc2)c(=O)[nH]c1=O
→ /	?
> COc1cccc(-c2nnc(SCC3CNC(=O)O3)n2-c2ccc(Cl)cc2)c1 (stereo not drawn)
→ 4	7%
> N#Cc1cc2c(nc1SCc1ccccc1)CCCC2
→ 13	11%

Additional results
Below each SMILES: Lipid storage S3 cell count max	Lipid storage S3
> O=[N+]([O-])c1ccc2c(c1)nc1n2CCSC1
→ -10	-18%
> COc1ccccc1CCC(=O)Nc1ccc2c(c1)CN(Cc1ccc(C)o1)CC2
→ /	?
> N#Cc1ccccc1NC(=O)C(=O)NCCc1csc(-c2ccc(F)cc2)n1
→ /	?
> CC(=O)Nc1ccc(S(=O)(=O)NC2(C(F)(F)F)NC(=O)N(Cc3ccccc3)C2=O)cc1 (stereo not drawn)
→ /	?
> COc1ccc(C(=O)c2coc3ccc(O)c(CN4CCCCC4)c23)cc1
→ /	i
> COc1ccc2ccccc2c1/C=N/NC(=S)Nc1cc(S(=O)(=O)N2CCOCC2)ccc1N1CCOCC1
→ /	?
> COC(=O)c1ccccc1NC(=O)n1cc(C)cn1
→ -5	2%
> CCCc1cc(=O)n2c(nc3ccccc32)[nH]1
→ /	?
> CNC(=O)c1cc(C(=O)c2ccc(Cl)cc2)c[nH]1
→ 8	1%
> N#CCOC(=O)[C@H](Cc1ccccc1)N1C(=O)c2ccccc2C1=O
→ /	?
> CCOc1ccc(Cl)cc1/C=N/NC(=O)c1ccccc1
→ /	?
> COc1ccc(OCC(O)CN2CCN(c3ccc(Cl)cc3)CC2)cc1 (stereo not drawn)
→ -5	1%
> O=C(CSc1nnc(NC(=O)C2CC2)s1)Nc1ccc(F)cc1F
→ 5	-16%
> N#CCCN(C(=O)CN1C(=O)NC2(CCCC2)C1=O)c1ccccc1F
→ 19	8%
> C#CCOc1ccc(C2C3=C(CC(C)(C)CC3=O)N(CC(=O)O)C3=C2C(=O)CC(C)(C)C3)cc1OC
→ -7.4*	10µM*
> Cc1cc(C(=O)NCc2ccc(S(N)(=O)=O)cc2)cs1
→ -5	-1%
> COc1ccc(NS(=O)(=O)c2ccc(O)c(C(=O)OCC(=O)N3CCCCC3)c2)cc1
→ /	?
> O=C(O)Cc1cn(-c2ccccc2)nc1-c1ccccc1
→ /	?
> Cc1nn(CC(=O)NCCCN2CCCCC2)c(=O)c2cccn12
→ /	?
> COC(=O)c1ccc(C2/C(=C(/O)c3ccc(OC)cc3)C(=O)C(=O)N2CC2CCCO2)cc1 (stereo not drawn)
→ /	?

Sorted by value in Lipid storage S3 cell count max (smallest number first): some entries from above
smiles	Lipid storage S3 cell count max
O=[N+]([O-])c1ccc2c(c1)nc1n2CCSC1	-10
Cc1cc(C(=O)NCc2ccc(S(N)(=O)=O)cc2)cs1	-5
CNC(=O)c1cc(C(=O)c2ccc(Cl)cc2)c[nH]1	8
N#CCCN(C(=O)CN1C(=O)NC2(CCCC2)C1=O)c1ccccc1F	19

Other results:
Below each SMILES: Lipid storage S3 cell count max	Lipid storage S3
> CCc1cccc(C)c1NC(=S)NCC(c1cccnc1)N1CCOCC1 (stereo not drawn)
→ 3	18%
> COc1cccc(CN2CCNC(=O)C2CC(=O)NCCN2CCCCC2=O)c1 (stereo not drawn)
→ -6	24%
> CCOc1ccc(-c2nnn(CC(=O)Nc3cc(OC)ccc3OC)n2)cc1OCC
→ /	?
> CCC(=O)n1nc(-c2ccc(OC)cc2)nc1N
→ 2	-7%
> COc1ccc([N+](=O)[O-])cc1N(CC(O)CN1C(=O)NC(C)(C)C1=O)S(=O)(=O)c1ccccc1 (stereo not drawn)
→ /	?
> Cn1cc(C(=O)N2CCc3ccccc3C2)c(=O)c2cc(S(=O)(=O)N3CCCCC3)ccc21
→ 5	9%
> O=C(COc1cc(Cl)ccc1Cl)Nc1nnc(C2CC2)s1
→ /	?
> COCCn1nnnc1C(c1cc2ccc(OC)cc2[nH]c1=O)N1CCc2ccccc2C1 (stereo not drawn)
→ -28	-1%
> CN(C)CCCNS(=O)(=O)c1ccc(N2CCC(c3ccc(Cl)cc3)=N2)cc1
→ -10	i
> CC(C)NC(=O)CN(C(=O)CCC(=O)Nc1nccs1)c1ccc(C(C)C)cc1
→ /	?
> CC1=C(C(N)=O)C(c2ccccn2)n2nc(SCc3ccccc3Cl)nc2N1 (stereo not drawn)
→ /	?
> Cc1ccc(OCCn2cc(C#N)c3ccccc32)cc1
→ -9	0%
> O=C(Nc1ccnc(-c2cccnc2)n1)c1ccc(F)cc1
→ /	?
> Cc1cc(=O)n2c(n1)NC(Nc1cccc(C)c1C)=NC2c1ccc(F)cc1 (stereo not drawn)
→ 4	0%
> Cc1ccc(S(=O)(=O)N2CCN(CC(=O)NC(=O)NCc3ccco3)CC2)cc1C
→ /	?
> Cc1ccc(N(CC(=O)NC2CCCCC2)C(=O)CNC(=O)c2cccs2)cc1
→ 7	i
> CNc1nc(C)nc(-n2nc(C)cc2C)n1
→ /	?
> CC(C)Oc1ccc(CNC(=O)c2ccc3c(c2)N(C)CCS3)cc1
→ -13	i
> NC(=O)CC(NC(=O)Cc1cccc2ccccc12)c1ccc(NCCN2CCCCC2)c([N+](=O)[O-])c1 (stereo not drawn)
→ 5	-8%
> Nc1ccccc1SCCS(=O)(=O)c1ccc(Cl)cc1
→ 16	11%

A few values from above.
Lipid storage S3 with COc1ccc(OCC(O)CN2CCN(c3ccc(Cl)cc3)CC2)cc1 (stereo not drawn) reads 1%
Lipid storage S3 cell count max with O=[N+]([O-])c1ccc2c(c1)nc1n2CCSC1 reads -10

(cont.)
Below each SMILES: Lipid storage S3 cell count max	Lipid storage S3
> c1csc(-c2nnsc2-c2nc3ccccc3[nH]2)c1
→ /	?
> Cc1oc2cc3oc(=O)c(CC(=O)N[C@@H](C)C(=O)NC(Cc4ccc(Cl)cc4)C(=O)O)c(C)c3cc2c1C (stereo partly drawn)
→ /	?
> CCN(CC)S(=O)(=O)c1ccc2c(c1)c(=O)c(C(=O)NCc1cccs1)cn2C
→ /	?
> COc1ccc(O)c(/C=N/NC(=O)c2ccc(N3CCCC3=O)cc2)c1
→ /	?
> COc1ccccc1OCC(=O)Nc1cc(S(=O)(=O)N2CCCCC2)ccc1N1CCCCC1
→ /	?
> COc1cc2c(cc1OC)C(c1cccc([N+](=O)[O-])c1)NC(=O)C2 (stereo not drawn)
→ -3	12%
> COc1ccc([N+](=O)[O-])cc1NS(=O)(=O)c1cc(C(=O)N2CCN(C)CC2)ccc1OC
→ /	?
> NC(=O)Nc1ccc(F)cc1
→ /	?
> CCN1CCCc2cc(CN(CCN3CCOCC3)C(=O)Nc3ccc(C)c(C)c3)ccc21
→ /	?
> CCN1CCCC1CNS(=O)(=O)c1cc(Br)cc2c1N(C(=O)C1CC1)CC2 (stereo not drawn)
→ /	?
> CCOC(=O)C1=C(c2ccccc2)Nc2ncnn2C1c1cc(OC)cc(OC)c1OC (stereo not drawn)
→ /	?
> CCCCC(=O)Nc1cccc(NC(=O)c2ccc(Br)o2)c1
→ 1	i
> COc1cc(CC(=O)OCc2cccc([N+](=O)[O-])c2)cc(OC)c1OC
→ /	?
> C=CCc1ccc(OCCCOc2ccc(C)c(C)c2)c(OC)c1
→ /	?
> COc1cccc(CNC(=O)CNC(=S)N(Cc2ccccc2)Cc2ccccc2F)c1
→ /	?
